High-throughput results from PubChem BioAssay.
PLCb3 inh = human PLC-beta3 inhibitors, primary screen, biochemical, fluorescence | 1-phosphatidylinositol 4,5-bisphosphate phosphodiesterase beta-3 (Homo sapiens), Q01970 | Purified PLC-beta3, fluorogenic substrate | inhibition, % at 12.2 µM | hit rate 0.18% among 370,000 | AID 720704, 2013; in the data active = inhibition above about 11%;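 note: 0% = median of compound wells on plate and 100% = full blocker control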
ssDAF-12 act = S. stercoralis DAF-12 nuclear receptor activators, primary screen, cell-based, luminescence, HEK293, GRIP1 co-expression, lit1-tk-luc; Nuclear hormone receptor DAF-12 (Strongyloides stercoralis); HEK293 ssDAF-12/GRIP1 lit1-tk-luc reporter; % of 3 µM dafachronic acid response; activation, % at 6.8 µM; hit rate 1% among 370,000; AID 652126, 2013;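 active = activation above the mean over all tested compounds plus 3 SD, cut at about 0.9% in these data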;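 note: 0% = DMSO-only wells and 100% = 3 µM delta7-dafachronic acid wells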
hgDAF12 agonist = H. glycines DAF-12 receptor agonists, primary screen, cell-based, luminescence, HEK293, GAL4 fusion, UAS-luciferase; Nuclear hormone receptor DAF-12 (Heterodera glycines), GAL4 fusion; HEK293 GAL4-hgDAF12 UAS-luciferase reporter, agonist luminescence; normalized to butyrate control; activation, % at 6.8 µM; hit rate 1.8% among 370,000; AID 687014, 2013;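 active = activation above a cutoff set at the mean of all screened compounds plus 3 SD, cut at about 10% in these data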;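 note: 0% = DMSO wells and 100% = sodium butyrate wells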
sPLA2-III inh = human group III sPLA2 inhibitors, primary screen, biochemical, QFRET, BODIPY PC-A2 liposome substrate; QFRET BODIPY PC-A2 liposome hydrolysis, fluorescence; AID 743126, 2013; inhibition, % at 12.2 µM; Group 3 secretory phospholipase A2 (Homo sapiens), Q9NZ20; hit rate 0.56% among 370,000;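 active = inhibition above mean plus 3 SD of compounds lying within the high and low control bounds, cut at about 19% in these data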;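 note: 0% = median of test compound wells and 100% = no enzyme DMSO wells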
Target sequence (Q9NZ20 whole entry, looked up): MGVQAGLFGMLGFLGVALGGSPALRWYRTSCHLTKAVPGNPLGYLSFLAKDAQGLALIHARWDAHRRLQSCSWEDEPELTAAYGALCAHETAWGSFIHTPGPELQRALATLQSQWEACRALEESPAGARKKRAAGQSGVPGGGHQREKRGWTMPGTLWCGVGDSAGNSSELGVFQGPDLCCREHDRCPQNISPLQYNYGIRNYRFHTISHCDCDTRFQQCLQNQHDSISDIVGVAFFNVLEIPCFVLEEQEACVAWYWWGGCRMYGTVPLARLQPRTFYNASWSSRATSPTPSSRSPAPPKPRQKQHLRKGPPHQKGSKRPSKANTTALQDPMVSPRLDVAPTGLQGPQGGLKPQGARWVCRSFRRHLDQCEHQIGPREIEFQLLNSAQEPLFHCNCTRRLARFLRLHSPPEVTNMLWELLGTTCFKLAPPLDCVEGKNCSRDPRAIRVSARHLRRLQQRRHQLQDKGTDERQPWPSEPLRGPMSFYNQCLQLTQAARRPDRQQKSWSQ
DAX1 inh-1 = DAX1 (NR0B1) inhibitors, primary screen, cell-based, HEK293, Gal4-DAX1, luciferase luminescence | Nuclear receptor subfamily 0 group B member 1 (Homo sapiens), P51843 | HEK293 Gal4-DAX1 luciferase reporter | inhibition, % at 6.75 µM | hit rate 0.99% among 340,000 | AID 504766, 2011;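 active = inhibition above the mean over all tested compounds plus 3 SD, cut at about 4.2% in these data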;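 note: 0% = DAX1-transfected cells with DMSO and 100% = empty-vector control cells with DMSO; inhibition shows as a rise in luminescence from relieved DAX1 repression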
hcDAF12 agonist = H. contortus DAF-12 nuclear receptor activators, primary screen, cell-based, luminescence, HEK293, lit1-tk-luc reporter | HEK293 hcDAF-12 lit1-tk-luc reporter; 0% DMSO, 100% Δ7-dafachronic acid | activation, % at 6.8 µM | hit rate 1.4% among 370,000;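 active = activation above the mean of all tested compounds plus 3 SD, cut at about 5.5% in these data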;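 note: 100% = response to 3 µM Δ7-dafachronic acid high control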
PG9 Ab binder = binders of HIV-1 gp120 antibody PG9, primary screen, biochemical, TR-FRET; AID 624416, 2012; hit rate 0.43% among 360,000; TR-FRET gp120-PG9 antibody binding; inhibition, % at 6.7 µM; HIV-1 gp120 / PG9 antibody interaction; in the data active = inhibition above about 8.5%
Rev-erbA mod = modulators of Rev-erb alpha DNA binding, primary screen, biochemical, FITC-DNA, fluorescence polarization, uHTS; Nuclear receptor subfamily 1 group D member 1 (Homo sapiens), P20393; Rev-erbα–FITC-DNA binding, 90 min; activity, % at 10 µM; hit rate 0.79% among 370,000;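 active = activity above about 14%, limit read from the data; passing the limit was not always enough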;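 note: 0% = DMSO wells with 35 nM protein and 100% = DMSO wells with 750 nM protein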
Target sequence (P20393 whole entry, looked up): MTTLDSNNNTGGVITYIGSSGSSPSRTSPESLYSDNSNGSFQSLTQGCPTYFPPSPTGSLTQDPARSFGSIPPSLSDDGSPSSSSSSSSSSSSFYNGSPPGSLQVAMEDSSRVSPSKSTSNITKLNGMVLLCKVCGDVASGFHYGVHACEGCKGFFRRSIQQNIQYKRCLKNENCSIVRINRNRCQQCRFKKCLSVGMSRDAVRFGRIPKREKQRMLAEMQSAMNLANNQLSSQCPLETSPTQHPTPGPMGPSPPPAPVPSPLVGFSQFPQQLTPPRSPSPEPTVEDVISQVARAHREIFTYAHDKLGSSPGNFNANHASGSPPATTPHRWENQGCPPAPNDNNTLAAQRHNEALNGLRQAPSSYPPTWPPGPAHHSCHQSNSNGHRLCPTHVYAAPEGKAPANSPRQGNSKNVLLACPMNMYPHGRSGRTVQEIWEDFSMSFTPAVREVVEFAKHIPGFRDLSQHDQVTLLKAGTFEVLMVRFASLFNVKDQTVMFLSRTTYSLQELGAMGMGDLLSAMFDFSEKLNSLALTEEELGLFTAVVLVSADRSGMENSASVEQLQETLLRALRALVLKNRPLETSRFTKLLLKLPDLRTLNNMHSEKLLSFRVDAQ
DAX1 inh-2 = DAX1 (NR0B1) inhibitors on StAR promoter, primary screen, cell-based, luminescence, SF-1 (NR5A1), full-length DAX-1; HEK293T StAR-luciferase reporter, SF-1/DAX-1 repression relief; inhibition, % at 6.8 µM; hit rate 1.1% among 370,000; AID 652010, 2013;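 active = inhibition above the mean over all tested compounds plus 3 SD, cut at about 3.6% in these data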;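 note: 0% = DAX-1 cells with DMSO and 100% = cells lacking DAX-1 with DMSO; higher inhibition means more luminescence from relief of DAX-1 repression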
FXN GAA850 act = FXN promoter activators, primary screen, cell-based, luciferase luminescence, HEK293 lucGAA850; HEK293 lucGAA850 FXN promoter luciferase reporter, 24 h; percent of 10 µM SAHA response; activation, % at 6 µM; hit rate 0.56% among 360,000; AID 540364, 2011;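 active = activation above the average of all compounds screened plus 3 SD, cutoff fixed separately per campaign, cut at about 7.5% in these data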;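 note: 0% = DMSO wells and 100% = 10 µM SAHA wells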
SMARCA2 activ = SMARCA2 (BRM) function activators, primary screen, cell-based, luminescence, high throughput | MG213 cells, MMTV-luciferase reporter, dexamethasone, overnight | activation, % at 9.1 µM | hit rate 1% among 370,000; in the data active = activation above about 7.8%;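 note: 0% = vehicle wells and 100% = reference activator wells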
The depositor's hits bear a star; i = inactive; . = no result given.

SMILES | PLCb3 inh | ssDAF-12 act | hgDAF12 agonist | sPLA2-III inh | DAX1 inh-1 | hcDAF12 agonist | PG9 Ab binder | Rev-erbA mod | DAX1 inh-2 | FXN GAA850 act | SMARCA2 activ
O=C(COC(=O)CCC(=O)c1ccc(F)cc1)NCc1ccco1 | -4 | -1.2 | -0.6 | -1 | -1.2 | -1.4 | 0.5 | -5 | -0.9 | -0.8 | 0
COC(=O)c1c(C)oc(C)c1S(=O)(=O)NCc1cccs1 | -8 | -1.5 | 0.7 | 12 | 1.2 | -1.9 | 0.6 | 2 | 0.1 | 0.6 | 0
Cc1cc(OCCCCCN2CCCC2)ccc1Cl | -2 | -0.9 | 1.8 | -5 | 2.2 | -0.9 | -0.3 | 1 | 1.8 | -0.8 | -4
O=C(NCCN1CCN(Cc2ccccc2)CC1)Nc1cc(Cl)cc(Cl)c1 | -6 | -1.5 | -0.7 | -16 | 1.1 | -0.2 | 0.2 | 4 | -0.3 | -0.3 | -6
CCc1cc(=O)oc2c3c(cc(OCC(=O)NCc4ccccn4)c12)OC(C)(C)CC3 | i | -1.6 | -6.4 | 2 | -1.9 | -2.0 | 1.0 | -4 | -1.6 | 0.3 | 2
CC(C)(C)OC(=O)N1CCC(CNC(=O)c2ccc(F)cc2F)CC1 | -6 | -1.4 | 0.7 | -1 | . | -0.5 | -0.3 | -3 | -0.3 | -0.6 | -2
CCc1ccccc1N1C(=O)[C@@H]2Cc3ccccc3CN2C1=O | -6 | -0.4 | 0.8 | 11 | 1.9 | -0.8 | -0.3 | 2 | 0.0 | -0.9 | -2
CC(C)(C)NS(=O)(=O)c1ccc2[nH]c3c(c2c1)CCCCC3 | -12 | -1.4 | -0.6 | -46 | -0.7 | -1.4 | -1.3 | 1 | 0.0 | 1.2 | -3
C=CCSc1nc(O)c(C2OC(=O)c3c2ccc(OC)c3OC)c(=O)n1-c1ccccc1 (stereo not given) | -6 | -1.7 | 4.6 | 6 | 2.1 | -1.6 | 0.6 | -5 | 0.1 | -0.2 | -5
O=C(O)CCCc1nc(-c2ccccc2)no1 | 1 | -1.8 | -1.8 | 3 | 0.0 | -0.5 | 0.8 | 0 | 0.0 | 2.1 | -1
CCOc1ccc2nc(NC(=O)C3(C)CC3(Br)Br)sc2c1 (stereo not given) | -8 | 0.1 | 8.0 | -6 | 0.7 | 3.2 | -0.6 | 3 | 1.1 | 2.6 | 4
Cc1ccnc(NC(=O)CCC(=O)N(CC(=O)NCc2ccccc2)c2ccc3c(c2)OCO3)c1 | 2 | -0.6 | 4.0 | -2 | -0.7 | 3.0 | 0.3 | -7 | 0.5 | 2.9 | -2
CC(C)(C)NC(=O)C(c1cccs1)N(C(=O)C(=O)NC1CCCC1)c1ccccc1F (stereo not given) | 1 | -1.3 | -2.5 | 1 | 2.2 | -0.2 | 0.8 | 4 | 0.7 | 2.6 | -4
COc1cccc(-c2cnc(C(O)c3c(C)cc(C)cc3C)[nH]2)c1 (stereo not given) | 2 | -1.0 | -1.8 | -8 | . | -0.4 | -0.7 | -1 | -0.2 | 0.8 | -2
COCCNC(=O)c1cc(-c2cccnc2)nc2ccc(Br)cc12 | 2 | -1.5 | 1.0 | 7 | 1.7 | 0.1 | 8.6* | -3 | -0.3 | -2.6 | -3
Cn1c(=O)c2[nH]c(SCCN3CCOCC3)nc2n(C)c1=S | 1 | -0.5 | -1.0 | 13 | 1.5 | 1.2 | -0.2 | 0 | 0.5 | -0.5 | -7
COc1ccc(-c2ccc(SCc3ccccn3)nn2)cc1OC | -3 | -0.2 | 1.3 | 5 | -1.7 | 0.2 | -1.4 | 1 | 0.0 | 4.7 | 0
CCOc1ccccc1NC(=O)N1CCCC1C(=O)Nc1ccc(NC(C)=O)cc1 (stereo not given) | -2 | -1.5 | 0.5 | 0 | 0.3 | -0.1 | 0.0 | 3 | 0.3 | -1.0 | -1
Cc1ccc(-c2nc3ccc(Cl)cn3c2Cc2ccccc2)cc1 | -3 | 0.5 | 9.8 | -8 | 2.6 | 1.6 | 0.1 | 14 | 4.1* | 3.6 | 10*
COc1ccc(NC(=O)C2CCCN(c3cnccn3)C2)c(OC)c1 (stereo not given) | -20 | -0.7 | -1.0 | 9 | -0.1 | 0.2 | 1.7 | 1 | -0.1 | -1.7 | -3
CC(=O)NN1C(=O)c2ccc3c4c(ccc(c24)C1=O)C(=O)N(NC(C)=O)C3=O | -5 | -1.8 | -2.3 | 0 | -2.2 | 0.0 | -7.4 | 2 | -1.2 | -0.7 | -2
COC(=O)CC1C(=O)NCCN1C(=O)CSc1nc2ccccc2o1 (stereo not given) | 0 | -1.5 | -2.1 | 3 | -0.7 | -1.4 | 0.2 | -7 | 0.7 | 1.0 | 4
COc1ccccc1N1CCN(Cc2nc(-c3ccc(F)cc3)oc2C)CC1 | -2 | -1.9 | -2.7 | -1 | 0.4 | -1.3 | -1.0 | -1 | -0.8 | 1.0 | -3
O=Cc1ccc(Oc2cc(-c3ccccc3)nc(-c3ccccc3)n2)cc1 | -1 | -1.4 | 1.0 | 8 | -0.6 | -1.3 | 1.6 | 6 | 0.6 | 1.6 | -4
CC(NC(=O)COC(=O)/C=C/c1ccc([N+](=O)[O-])cc1)c1ccccc1 (stereo not given) | 0 | -1.6 | -0.3 | -4 | -0.7 | 0.8 | -1.5 | -5 | -0.2 | 2.1 | -3
Later entries.
SMILES | PLCb3 inh | ssDAF-12 act | hgDAF12 agonist | sPLA2-III inh | DAX1 inh-1 | hcDAF12 agonist | PG9 Ab binder | Rev-erbA mod | DAX1 inh-2 | FXN GAA850 act | SMARCA2 activ
CCn1c(SCC(=O)Nc2cccc(NC(=O)c3ccco3)c2)nnc1-c1cccs1 | 2 | -1.3 | -3.3 | -6 | -0.3 | -1.7 | -2.4 | 1 | -1.7 | -0.2 | 0
CCCc1c(C)nc2scc(-c3ccc(Cl)cc3)n2c1=O | 7 | -0.7 | 7.2 | -9 | 1.4 | -0.5 | 1.1 | 5 | 0.3 | 0.5 | -2
CS(=O)(=O)N(CC(=O)NCc1ccncc1)Cc1ccc(Cl)cc1 | 4 | -1.5 | 0.1 | 8 | -0.1 | -0.4 | -0.3 | 1 | 0.8 | 0.8 | 0
CC(C)Cc1nnc(NC(=O)CCC(=O)N2CCN(Cc3ccc(Cl)cc3)CC2)s1 | -8 | -2.0 | -4.0 | 1 | -1.5 | -2.3 | 0.8 | 4 | -4.5 | -1.1 | -1
CC(NC(=O)Cn1c(=O)[nH]c2ccsc2c1=O)C12CC3CC(CC(C3)C1)C2 (stereo not given) | 2 | -0.5 | -0.5 | -1 | 0.0 | -1.0 | 1.3 | 1 | 0.0 | -0.3 | -4
CC(C)(C)c1cnnn1-c1ccc(-c2csc(N)n2)cc1 | -5 | -1.1 | 2.0 | 1 | -0.8 | -0.8 | -2.3 | . | 0.7 | 1.0 | 1
Cc1ccc(C)c(NC(=S)N2CCCC2)c1 | -7 | -0.1 | -1.5 | 0 | 0.6 | 1.2 | -1.7 | 3 | 0.3 | -1.4 | 1
Cn1c(=O)c2c(nc(NCCc3ccccc3)n2Cc2ccc(F)cc2)n(C)c1=O | 0 | -1.7 | -1.4 | 11 | 0.8 | -1.6 | 1.2 | -7 | -0.3 | -0.8 | -4
O=c1cc(O)nc(SCc2ccc(Cl)cc2)[nH]1 | -1 | -1.3 | -1.6 | -4 | -1.7 | -1.0 | -1.0 | . | -0.3 | -1.6 | 0
Cc1cccc(C(=O)Nc2ccc(NC(=O)c3ccccc3)cc2)c1 | -4 | -1.6 | 0.6 | -10 | 1.0 | -0.9 | -3.2 | -3 | -0.3 | 0.1 | 1
Cc1cccc2[nH]c(CN(C)Cc3nc(CC4CC4)no3)nc12 | -1 | -1.1 | -4.2 | -2 | -1.7 | -1.9 | -1.9 | 3 | -0.4 | 0.4 | -2
COc1ccc(-n2nc(C(N)=O)nc2-c2ccccc2)cc1 | 1 | -0.6 | -0.8 | 0 | -0.7 | -2.3 | -2.6 | 4 | 0.0 | 1.6 | 4
Cc1ccccc1C(=O)N1CCN(c2ccccn2)CC1 | -1 | -1.2 | -1.8 | -6 | -0.5 | -0.4 | -0.4 | 3 | -0.3 | -0.1 | 2
O=C(Nc1ccc(-c2ccc3nncn3n2)cc1)C1CCCC1 | -193 | -1.1 | -1.2 | -1 | 1.3 | 0.3 | 0.7 | -6 | 0.8 | 2.8 | 1
O=C(CN(c1ccc(F)cc1)S(=O)(=O)c1ccc2c(c1)OCCO2)Nc1ccc2c(c1)OCO2 | -1 | -1.4 | 0.9 | -18 | -0.1 | -2.0 | -0.2 | 5 | -0.3 | -1.6 | 5
O=C(NCCO)C(O)C(O)C(=O)NCCO (stereo not given) | 4 | -0.9 | -0.1 | 4 | 0.0 | -1.8 | 0.7 | 6 | -0.6 | 2.4 | -2
O=C(NCCCn1ccnc1)c1cc2nc(-c3ccc(Br)cc3)cc(C(F)(F)F)n2n1 | -112 | -1.0 | -0.6 | -11 | -1.6 | -2.6 | -0.4 | 1 | 0.1 | -1.5 | -1
O=C(CCc1nc2ccccc2c(=O)[nH]1)NNC(=O)c1cccc(Cl)c1 | -7 | -0.6 | -1.1 | -4 | -0.2 | -1.1 | -0.2 | 1 | 1.1 | 0.1 | -1
CC(C)C(=O)NC(=S)N(Cc1ccccc1)Cc1ccccc1 | -1 | -1.9 | 0.5 | 13 | -0.9 | -2.9 | -1.2 | 0 | -0.9 | -0.9 | -1
CCOC(=O)N/N=C/c1c(C)nn(-c2ccccc2Cl)c1Cl | -1 | -0.7 | 11* | 4 | 2.4 | 4.1 | 0.7 | -3 | 0.6 | 8.2* | 5

Quoted at random: two entries already listed
SMILES | PLCb3 inh | ssDAF-12 act | hgDAF12 agonist | sPLA2-III inh | DAX1 inh-1 | hcDAF12 agonist | PG9 Ab binder | Rev-erbA mod | DAX1 inh-2 | FXN GAA850 act | SMARCA2 activ
CCn1c(SCC(=O)Nc2cccc(NC(=O)c3ccco3)c2)nnc1-c1cccs1 | 2 | -1.3 | -3.3 | -6 | -0.3 | -1.7 | -2.4 | 1 | -1.7 | -0.2 | 0
CC(C)(C)c1cnnn1-c1ccc(-c2csc(N)n2)cc1 | -5 | -1.1 | 2.0 | 1 | -0.8 | -0.8 | -2.3 | . | 0.7 | 1.0 | 1
